esBAF inh: blocks esBAF chromatin remodeling in mouse ES cells. Bmi1-luciferase knock-in reporter, 24 h; 100% = twice the neutral-well signal. reporter increase, % at 12.5 µM. 350,000 compounds, 2% hits; in the data active = activation above about 40%;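 also: 0% = median of the plate's neutral control wells and 100% = double that signal; a rise in the Bmi1 reporter signal indicates esBAF inhibition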
RAD52 anneal inh: RAD52 (human) annealing inhibition | inhibition, % at 18.7 µM | recombinant RAD52 DNA annealing, FRET fluorescence | 360,000 compounds, 0.46% hits | P43351;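 active = every replicate showing at least 50% inhibition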
RAD54 inh: RAD54 (human) branch migration inhibition; inhibition, % at 10.4 µM; Q92698; RAD54 Holliday junction branch migration, FAM/BHQ fluorescence; 360,000 compounds, 0.14% hits;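 active = mean normalized replicate activity at least 40 and at least half of replicates scoring 40 or more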;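 also: 0% = median of neutral control wells and 100% = median of positive control wells; inhibitors cause a drop in the FAM fluorescence signal; in these data hits start at about 50%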
Target sequence (Q92698 whole entry, looked up): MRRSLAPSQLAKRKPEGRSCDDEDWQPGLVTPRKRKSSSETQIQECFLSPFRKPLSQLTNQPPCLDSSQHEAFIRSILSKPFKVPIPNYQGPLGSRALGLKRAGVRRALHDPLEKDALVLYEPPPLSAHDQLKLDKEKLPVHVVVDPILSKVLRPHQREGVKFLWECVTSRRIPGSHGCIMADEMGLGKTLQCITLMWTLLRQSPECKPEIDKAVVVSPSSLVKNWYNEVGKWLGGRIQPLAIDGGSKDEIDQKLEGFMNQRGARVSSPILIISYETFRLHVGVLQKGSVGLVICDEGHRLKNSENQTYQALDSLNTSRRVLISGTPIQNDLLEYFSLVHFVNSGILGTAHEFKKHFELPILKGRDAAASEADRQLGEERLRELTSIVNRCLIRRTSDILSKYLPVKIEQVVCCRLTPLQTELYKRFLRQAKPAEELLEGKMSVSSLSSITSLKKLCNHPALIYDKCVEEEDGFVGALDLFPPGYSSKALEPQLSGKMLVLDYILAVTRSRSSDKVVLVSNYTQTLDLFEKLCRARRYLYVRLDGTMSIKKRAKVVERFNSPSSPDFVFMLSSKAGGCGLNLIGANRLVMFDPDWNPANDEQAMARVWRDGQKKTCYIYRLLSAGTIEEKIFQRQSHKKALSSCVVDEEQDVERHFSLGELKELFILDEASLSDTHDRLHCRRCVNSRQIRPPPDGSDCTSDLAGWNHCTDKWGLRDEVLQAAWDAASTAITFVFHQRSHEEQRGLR
ARNT-TACC3 inh: disrupts binding between human ARNT and TACC3; Q9Y6A5; AlphaScreen His-ARNT PAS-B/GST-TACC3 binding, luminescence; TACC3 fragment carries E629A point mutation; inhibition, % at 9.99 µM; 390,000 compounds, 0.66% hits; AID 623870;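 active = mean inhibition of replicates at least 50% and at least half of replicates each reaching 50%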;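 also: 0% = complete ARNT plus TACC3 wells and 100% = ARNT alone without TACC3; many hits fall short of the cut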
Xi reactivation: reactivates the inactive X chromosome in mouse fibroblasts | XiGFP mouse fibroblasts, % GFP-positive cells imaging, 3 d; cells co-treated with 5-aza-dC sensitizer; scaled so ellipticine positive control = 100% | 360,000 compounds, 0.055% hits | activation, % at 7.58 µM;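 active = mean normalized replicate activation at least 10% and every replicate at or above 10%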;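 also: 0% = median of on-plate neutral control wells and 100% = ellipticine 6 µM median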
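System: SV40-immortalized XiGFP fibroblast cells, line 68-5-11 / Incubation: 3-day compound exposure, then 15 min fixation at room temperature / Compound: single concentration per compound, delivered by pin transfer / Buffer or medium: DMEM plus 5-aza-dC sensitizer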
ERAP1 HTS inh: ERAP1 (human) enzyme inhibition | Q9NZ08 | inhibition, % at 10.7 µM | 340,000 compounds, 0.15% hits | recombinant ERAP1, Leu-AMC fluorescence, 60 min;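 active = mean replicate inhibition of at least 30%, or all replicates individually reaching that 30% level; inactive = mean below 30% and not every replicate reaching it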;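 also: 0% = neutral control wells and 100% = L-leucinethiol positive control wells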
GSIS activator: GLuc luminescence reporter in INS-1E cells, primary screen for activators of glucose-dependent secretion of insulin | INS-1E GLuc reporter insulin secretion, 2-3 h | activation, % at 16.6 µM | 370,000 compounds, 0.61% hits;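 active = lowest replicate activation of at least 40%, so every replicate reaches that level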;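 also: 0% = median of neutral control wells and 100% = median of IBMX positive control wells; some compounds called inactive have numbers as strong as hits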
CFTR F508del cor: correctors of CFTR F508del function in bronchial epithelial cells. CFBE cells, YFP halide quenching; stimulated with forskolin plus potentiator P3; % fluorescence drop versus neutral controls. 350,000 compounds, 0.36% hits. activity (quench increase), % at 7.58 µM;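 active = mean added fluorescence quench of at least 8% versus neutral control, with both replicates also reaching 8%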;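 also: cells transiently co-express mutant CFTR-F508del with the halide-sensitive YFP; corrector assay measuring rescue of mutant channel to the surface after 24 h compound exposure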
* = called active by the depositor; / = not tested or not shown; & = joins results of further samples.

nr	Structure	esBAF inh	RAD52 anneal inh	RAD54 inh	ARNT-TACC3 inh	Xi reactivation	ERAP1 HTS inh	GSIS activator	CFTR F508del cor
1	Cc1cc(S(=O)(=O)Nc2ccc(C(=O)NCC(C)(C)N3CCOCC3)cc2)ccc1F	7	-3	5	-3	0.0	-1	9	1.4
2	COC(=O)c1cccc(Cn2c(Cl)c(/C=N/NC(=O)c3ccco3)sc2=O)c1	-3	-15	/	23	0.0	0	-3	0.1
3	N#Cc1ccc(-c2ccc(C3[C@@H]4CN(C(=O)C5CCOCC5)C[C@H]3N4)cc2)cc1 (stereo not given in full)	/	9&22	/	/	0.0&0.1	2&1	-1&-12	4.0&3.3
4	N#CCCn1cc(C(=O)Nc2cccc(C(=O)O)c2)c(-c2ccc(Cl)cc2)n1	2	11	0	-5	0.0	-13	0	0.3
5	Cc1cc(N2CCOCC2)nc(SCC(=O)OCc2ccccc2)n1	2	-20	5	28	0.0	-3	11	1.2
6	CCc1ccc(C(C)NC(=O)C2CCCO2)cc1 (stereo not given)	-2	-21	-1	15	0.0	-2	10	-4.8
7	COc1cccc(NC(=S)N(CCCN2CCCC2)Cc2cccn2Cc2ccc(Cl)cc2)c1	3	-11	7	11	0.0	-1	-21	1.0
8	CCCN(C)C[C@@H]1Oc2cc(-c3cccc(F)c3)ccc2S(=O)(=O)N([C@@H](C)CO)C[C@@H]1C	-3	/	/	/	-0.2	/	-21	-1.5
9	COc1ccc(-c2ccc([C@H]3[C@H](C#N)N(C(=O)c4cccc(F)c4)[C@H]3CO)cc2)cc1	24	-42	-2	-7	0.0	-3	7	-5.6
10	Cc1ccc(S(=O)(=O)Nc2ccc3c(c2)C(=O)N([C@H](C)CO)C[C@H](C)[C@H](CN(C)S(=O)(=O)c2cn(C)cn2)OCCCC[C@@H](C)O3)cc1	3	-8	4	-7	0.0	-1	25	0.7
11	Cc1nc(Cl)c(C(=O)NCCc2ccccc2)c(C)c1[N+](=O)[O-]	-2	-14	8	0	0.1	3	3	-1.0
12	O=C(NC1CCCc2c1cnn2-c1ccccc1F)c1ccccn1 (stereo not given)	13	-6	4	16	0.0	1	4	6.5
13	CC=Cc1ccc2n(c1=O)C[C@H]1[C@H](CO)[C@@H](C(=O)NCC)[C@@H]2N1C(=O)c1ccccc1 (mixture of isomers)	3	-3	-3	-10	0.7	2	4	-2.6
14	COc1ccc(OC)c(NC(=O)CSc2nncc3ccc(OC)c(OC)c23)c1	-6	-19	/	10	0.2	2	3	1.5
15	CC(C)[C@@H]1Cc2[nH]c(=S)[nH]c(=O)c2[C@H](C)O1	/	-3	/	/	0.0	/	15	-0.6
16	COc1ccc(CNC(=O)c2ccc(N3CCC4(CC3)CC(c3ccc(Cl)cc3)=NO4)c(NC(=O)Cc3ccc(F)cc3)c2)cc1	5	-3	-1	2	-0.1	4	1	-2.8
17	CC(C)(C)c1[nH]nc2c1C(c1ccco1)C(C#N)=C(N)O2 (stereo not given)	/	0	/	0	0.1	-2	1	-1.5
18	Cc1ccnc(NC(=O)COC(=O)C23CC4CC(CC(C4)C2)C3)n1	-3	-67	-3	0	-0.2	/	8	-2.2
19	N#C[C@@H]1[C@@H](c2ccc(C3=CCCCC3)cc2)[C@@H](CO)N1C(=O)NC1CCCCC1	8	-11	-16	-2	0.0	-2	-17	-1.7
20	CN(C)CC#Cc1ccc([C@H]2[C@@H](CO)N3CCCCN(C(=O)Nc4cc(F)ccc4F)C[C@H]23)cc1	/	39	2	-2	0.2	1	23	1.2

Next entries.
nr	Structure	esBAF inh	RAD52 anneal inh	RAD54 inh	ARNT-TACC3 inh	Xi reactivation	ERAP1 HTS inh	GSIS activator	CFTR F508del cor
21	O=C(c1sc2ccccc2c1Cl)N(Cc1ccco1)C1CCS(=O)(=O)C1 (stereo not given)	-2	/	-9	0	/	/	12	/
22	COC(=O)C1CCN(C(=O)c2cc(-c3ccco3)nc3ccccc23)CC1	-4	-44	-1	21	0.1	5	/	0.4
23	CCS(=O)(=O)Nc1ccc2c(c1)C(=O)N(C)C[C@H](OC)[C@@H](C)CN(CC1CCCCC1)[C@@H](C)CO2	2	17	19	-2	0.1	-1	-8	1.0
24	C[C@@H]1CCCCO[C@H](CN(C)C(=O)c2ccccc2)[C@@H](C)CN([C@H](C)CO)C(=O)c2cc(NC(=O)C3CCCCC3)ccc2O1	-2	1	-5	-1	0.4	0	5	-1.5
25	Cc1cc(=O)oc(C)c1C(=O)OC(C(=O)c1ccccc1)c1ccccc1 (stereo not given)	/	-8	/	2	0.5	-1	0	/
26	CCOc1ccc(C(=O)N2CCc3ccccc32)cc1	50*	-9	4	3	0.1	1	1	0.6
27	C[C@@H]1CCCCO[C@@H](CN(C)CC2CC2)[C@@H](C)CN([C@H](C)CO)C(=O)c2cc(NS(=O)(=O)c3cccs3)ccc2O1	6	/	-16	1	0.6	/	12	-3.0
28	Cc1ccc(C)c(N2CCN(CCCNC(=O)CCn3c(=O)c4cccn4c4cccnc43)CC2)c1	-6	-5	9	-5	0.0	-13	11	0.6
29	COC(=O)c1c(C)[nH]c(C(=O)COc2ccc3ccc(=O)oc3c2)c1C	-5	-9	-3	6	0.0	1	18	-1.6
30	Cc1cc(C)nc(N2CCC(C(=O)Nc3ccc4c(c3)OCCO4)CC2)n1	/	-10	/	1	0.1	-2	2	-2.8
31	COc1ccc(NS(=O)(=O)c2c(F)cccc2F)cc1S(=O)(=O)N1CCOCC1	1	-12	-4	6	0.0	3	-11	-1.5
32	O=C(CC1C(=O)NCCN1Cc1cccc(Oc2ccccc2)c1)NCCc1ccccn1 (stereo not given)	/	-39	/	11	0.0	-5	-4	4.0
33	Cc1nc2cc(OC3(C)CCN(Cc4ccc(OC(F)(F)F)cc4)C3)ccc2s1 (stereo not given)	0	1	-13	/	0.2	0	-5	-1.1
34	CSc1ccc(CNC(=O)C2(C)CCCN2CC(C)C)cc1 (stereo not given)	-2	-35	1	/	0.0	0	6	-4.4
35	Cc1ccc(S(=O)(=O)N(C)C[C@H]2Oc3ccc(NS(=O)(=O)c4ccccc4)cc3C(=O)N([C@@H](C)CO)C[C@H]2C)cc1	-2	-25	-2	-5	0.0	0	-3	1.6
36	CCOc1ccc(OCCC(=O)OCC(=O)N2CCN(c3ccc(OC)cc3)CC2)cc1	2	-21	-2	0	0.1	-2	8	-0.4
37	Cc1ccc(OCc2nnc(NC(=O)c3cccnc3)s2)cc1	-4	-4	/	4	2.6	-2	4	-1.6
38	Cc1ccc(CNC(=O)COc2ccc(S(=O)(=O)N3CCCC3)cc2)cc1	-2	-2	-14	-2	0.0	-2	5	1.2
39	COc1cccc(NC(=O)c2cnc(SC)nc2)c1	16	-19	-2	0	0.0	-1	/	/
40	COCCCn1c(SCC(=O)Nc2ccccc2F)nnc1-c1ccoc1C	-7	-6	1	-3	0.1	1	9	-2.0

Later entries.
nr	Structure	esBAF inh	RAD52 anneal inh	RAD54 inh	ARNT-TACC3 inh	Xi reactivation	ERAP1 HTS inh	GSIS activator	CFTR F508del cor
41	CC(=N\NC(=O)c1ccc([N+](=O)[O-])cc1)/C(=N/O)C(=O)Nc1ccccc1	/	-16	-9	21	-0.1	0	-7	1.6
42	NNc1nc2c(F)cccc2s1	/	-3	/	-2	0.2	1	18	0.3
43	O=C(O)c1cccc2c1C(=O)c1ccc(Cl)cc1S2(=O)=O	-4	0	-6	1	0.2	3	-3	0.8
44	Cc1ccc2oc(=O)c3cnn(CC(=O)N4CCc5ccccc5C4)c3c2c1	-6	-6	5	1	0.1	2	1	2.5
45	CO[C@H]1CN(C)C(=O)c2cc(NC(=O)NC(C)C)ccc2OC[C@@H](C)N(Cc2ccccc2)C[C@H]1C	1	6	-2	-3	-0.1	5	3	-1.1
46	NC(N)=NS(=O)(=O)c1ccc(N=C2C(=O)Nc3ccccc32)cc1	-3	-5	-5	-7	0.2	-5	11	-3.2
47	COc1cccc2cc(C(=O)NCCN3CCOCC3)c(=O)oc12	-2	0	7	3	0.0	0	5	9.6*
48	CC(=O)N1CCC(C(=O)NC2CC(C)(C)Cc3c2cnn3-c2ccc(F)cc2)CC1 (stereo not given)	/	-20	-3	-4	0.3	-1	13	-2.5
49	Cc1c(C(=O)N(Cc2ccccc2)C(C)C)cnn1-c1ccccc1	-4	-6	-5	-3	0.0	0	-8	-1.4
50	O=C(C[C@H]1CC[C@@H]2[C@H](COC[C@H](O)CN2C(=O)c2ccncc2)O1)NCc1cccc(F)c1	-30	/	8	12	0.3	/	8	-1.8
51	Cc1ccc(S(=O)(=O)NCC[C@H]2CC[C@@H](NC(=O)c3cnccn3)[C@H](CO)O2)cc1	1	-3	7	6	0.3	8	-3	-0.4
52	C[C@@H]1CCCCO[C@H](CN(C)C(=O)Nc2cccc3ccccc23)[C@H](C)CN([C@@H](C)CO)C(=O)c2cc(NC(=O)Nc3ccccc3)ccc2O1	-5	/	-23	-13	0.0	/	17	1.3
53	CCOc1ccc(S(=O)(=O)N/N=C(\C)Cc2ccc(OC)cc2)cc1	-9	-13	1	1	0.1	0	-30	1.8
54	O=C(Nc1c(F)cc(F)cc1Br)c1cc(-c2ccc(O)cc2)on1	6	-2	7	6	0.1	-2	-28	-2.4
55	O=C(Nc1ccccc1)Nc1cc(OCC(F)(F)F)cc(OCC(F)(F)F)c1	/	-9	/	/	-0.1	-3	4	2.5
56	CCC(=O)Nc1ccc2c(c1)C(=O)N(C)C[C@@H](OC)[C@@H](C)CN(C(=O)c1ccccn1)[C@H](C)CO2	3	-30	-1	-6	0.2	4	7	0.1
57	NCc1csc(Nc2ncccn2)n1	4	-13	-1	/	-0.1	11	6	-0.1
58	C[C@@H]1CN([C@@H](C)CO)C(=O)c2cccc(NC(=O)C3CC3)c2O[C@@H]1CN(C)C	1	-5	-3	3	0.0	-1	21	0.6
59	O=C(Nc1ccccn1)c1sc2cccc(F)c2c1Cl	-40	-11	13	-1	0.0	0	12	-1.7

Compound activity as filed in PubChem.

An unsorted share of the library (roughly 3.3% active in at least one column).
